Eya2 inh: qHTS Assay for Inhibitors of the Phosphatase Activity of Eya2. Protein phosphatase EYA2 (Homo sapiens), O00167. recombinant Eya2, OMFP fluorescence dephosphorylation (OMFP is methylfluorescein phosphate). Potency, µM (series often up to 76.9 µM), inactives show at the top dose activity, negative = inhibition, hits mostly inhibitors. 330,000 compounds, 0.006% hits; also: potency is read from the fitted curve at half-maximal effect; % is scaled to controls: 0 for no effect and ±100 for the full control effect
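Eya2 (0.2 uM) preincubated 10 min at ambient with compound, then OMFP substrate added at 50 uM; 10 min reaction in 50 mM HEPES pH 7.5, 50 mM NaCl, 5 uM MgCl2, 0.05% BSA, 1 mM DTT. Fluorescence read at Ex 485/Em 525 nm.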
S-ASM inh: Inhibitors of Secretory Acid Sphingomyelinase (S-ASM): qHTS | placental ASM, HMU-PC fluorogenic substrate, 60 min | 340,000 compounds, 0.006% hits | Potency, µM (highest dose often 57.5 µM), inactives show at the highest dose activity change, negative = inhibition, actives largely listed as inhibitors | AID 504937, 2011 | Sphingomyelin phosphodiesterase (Homo sapiens), P17405; also: potency is read from the fitted curve at half-maximal effect
Target sequence (P17405 47-631 limits assumed): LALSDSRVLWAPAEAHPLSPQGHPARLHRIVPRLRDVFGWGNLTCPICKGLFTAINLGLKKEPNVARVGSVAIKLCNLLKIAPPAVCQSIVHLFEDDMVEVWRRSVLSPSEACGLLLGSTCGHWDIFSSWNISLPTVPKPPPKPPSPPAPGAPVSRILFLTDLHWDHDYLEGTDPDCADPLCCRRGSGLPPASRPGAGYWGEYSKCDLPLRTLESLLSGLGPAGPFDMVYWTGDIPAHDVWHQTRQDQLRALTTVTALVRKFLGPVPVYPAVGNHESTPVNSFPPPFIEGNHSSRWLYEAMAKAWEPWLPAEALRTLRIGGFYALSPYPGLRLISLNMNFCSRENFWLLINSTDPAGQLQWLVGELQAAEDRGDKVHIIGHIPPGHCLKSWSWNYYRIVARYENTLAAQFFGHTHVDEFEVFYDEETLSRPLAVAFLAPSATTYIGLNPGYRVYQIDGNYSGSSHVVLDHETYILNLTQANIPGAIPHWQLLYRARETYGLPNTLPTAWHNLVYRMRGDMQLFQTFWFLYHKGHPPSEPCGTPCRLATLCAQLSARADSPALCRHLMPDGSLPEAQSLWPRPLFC
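Fluorescence read-out (Ex 386 nm, Em 447 nm) after stopping the reaction at pH 10. Enzyme: ASM from human placenta; substrate HMU-PC0, 9 uM final; 60 min, 37 °C. Compound preincubation 10 min, ambient temperature.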
TCR act: Activators of T cell receptors: qHTS campaign | primary human leukocytes, anti-CD3, IL-2 HTRF, 48 h | Potency, µM (series often up to 9.22 µM), for inactives: at the highest dose activation of IL-2 secretion, usual class: activators | 330,000 tested, under 10 active; also: % of control where 0% means no effect
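1) Mix primary human leukocytes, a-CD3 beads and compound. 2) Incubate 48 hr. 3) Add HTRF IL-2 reagents (a-IL-2-K, a-IL-2-d2).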
Tb PFK block: qHTS Assay to Find Inhibitors of T. brucei phosphofructokinase. T. brucei PFK, ADP-Glo luminescence. 330,000 compounds, 0.17% hits. ATP-dependent 6-phosphofructokinase (Trypanosoma brucei brucei), O15648. Potency, µM (top dose mostly 57.5 µM), inactives show at the top dose activity, negative = inhibition, usual class: inhibitors;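 also: potency is read from the fitted curve at half-maximal effect; 0% = uninhibited 1x PFK enzyme wells and -100% = no-enzyme wells; nearly all actives have a fitted effect of over 60% in size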
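Compounds were pin-transferred as a titration series up to 57 uM into substrate buffer (0.5 mM F6P, 0.1 mM ATP, pH 8.0), then 1.25 nM PFK was added and reactions ran 45 min before ADP-Glo detection.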
Integrin act MD: qHTS for Activators of Integrin-Mediated Alleviation for Muscular Dystrophy. 350,000 compounds, 0.064% hits. AID 624291, 2012. Potency, µM (top dose mostly 38.3 µM), for the others: at the highest dose activation, actives largely listed as activators. alpha7betagal myoblasts, beta-gal FDG fluorescence, 48 h;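 also: potency is read from the fitted curve at half-maximal effect; 100% = response of the positive control SU9516; nearly all actives have a fitted effect of over 60% in size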
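Alpha7betagal+/- myoblasts (passage 13) were plated 16-24 hr, then exposed to compounds (1:260 dilution of DMSO stock) for 48 hours at 37C. After MPER lysis, β-galactosidase reporter activity was read as FDG fluorescence (ex 480/em 540) after 30 minutes.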
PTAP TSG101 blk: qHTS Assay for Iinhibitors of HIV-1 Budding by Blocking the Interaction of PTAP/TSG101 | Tumor susceptibility gene 101 protein (Homo sapiens), Q99816 | Fluorescence polarization, FITC-PTAP peptide / Tsg101 binding | Potency, µM (doses to about 115 µM), without a hit: top-dose activity change, negative = inhibition, most hits filed as inhibitors | 340,000 tested, under 10 active | AID 493005, 2010; active = well fitted inhibition curve with a large enough effect in the main read-out, with a control signal flat, not every such curve was filed as active; inconclusive = small, poorly fitted or top-dose-only effect, or effect the other way, or a change in a side signal; inactive = no such curve, though single readings can be large or run the other way; also: potency is read from the fitted curve at half-maximal effect; % of control where 0% means no effect
Target sequence (Q99816 whole entry, looked up): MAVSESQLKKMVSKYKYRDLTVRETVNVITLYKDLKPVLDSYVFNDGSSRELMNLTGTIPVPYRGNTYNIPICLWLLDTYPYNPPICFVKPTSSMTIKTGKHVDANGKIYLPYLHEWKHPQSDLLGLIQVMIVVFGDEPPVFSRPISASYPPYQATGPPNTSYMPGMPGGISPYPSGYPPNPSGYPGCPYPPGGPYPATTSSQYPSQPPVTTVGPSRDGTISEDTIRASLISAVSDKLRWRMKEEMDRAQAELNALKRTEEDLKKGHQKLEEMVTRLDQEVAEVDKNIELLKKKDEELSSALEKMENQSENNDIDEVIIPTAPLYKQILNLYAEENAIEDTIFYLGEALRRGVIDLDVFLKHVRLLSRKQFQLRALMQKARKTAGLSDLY
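Fluorescence polarization binding of Tsg101 binding domain (10 uM final) to FITC-labeled PTAP peptide (50 nM final) in HEPES pH 7.5 buffer with NaCl, Tween 20, EDTA, TCEP. Compounds added before peptide; binding 20 min at RT.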
Mito fusion yeast: qHTS Assay for Small Molecule Inhibitors of Mitochondrial Division or Activators of Mitochondrial Fusion; 320,000 compounds, 0.23% hits; S. cerevisiae fusion-defective mutant growth rescue, CellTiterGlo 48 h; Potency, µM (doses to about 46.1 µM), for inactives: at the highest dose growth rescue (activation), most hits filed as activators;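 also: potency is read from the fitted curve at half-maximal effect; % of control where 0% means no effect; nearly all actives have a fitted effect of over 45% in size; temperature-sensitive fusion mutants such as fzo1-1 at 37 °C on non-fermentable ethanol glycerol medium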
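Yeast fusion mutant, YPEG (non-fermentable carbon), compound, 48 h at 37C non-permissive; CellTiterGlo added, 10 min RT, luminescence read. Rescued growth = division inhibition.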
ELG1 repair inh: qHTS screen for small molecules that inhibit ELG1-dependent DNA repair in human embryonic kidney (HEK293T) cells expressing luciferase-tagged ELG1; HEK293T ELG1-luciferase reporter, luminescence, 16 h; DNA damage induced by 5-fluorouridine; Potency, µM (titrated, usually from 46.1 µM), inactives show at the top dose activity change, negative = inhibition, hits mostly inhibitors; 330,000 compounds, 2.3% hits; also: potency is read from the fitted curve at half-maximal effect; % is scaled to controls: 0 for no effect and ±100 for the full control effect; nearly all actives have a fitted effect of over 55% in size
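In this reporter screen, reduction of luminescence relative to DMSO vehicle indicated activity. Compounds and 5-fluorouridine were added together to 2,000 cells per well, incubated for 16 hr at 37 °C, then developed with ONE-Glo.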
TSHR antagonist: Antagonists of the Thyroid Stimulating Hormone Receptor: HTS campaign; Thyrotropin receptor (Homo sapiens), P16473; TSHR-expressing cells, TSH-stimulated cAMP HTRF, 2 h; stronger effect = lower value; activity change, negative = inhibition, % at 11.5 µM; 330,000 compounds, 0.2% hits;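 active = activity change below a set negative limit, meaning inhibition stronger than a set level, cut at about -70% in these data; inconclusive = activity change between two set negative limits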; also: % is scaled to controls: 0 for no effect and ±100 for the full control effect
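Antagonism was scored as loss of TSH-driven cAMP in TSHR cells, stimulated with 4nM TSH (EC80) for 2 hours at 37 deg C and detected by homogeneous HTRF competition immunoassay.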
Chronic BCR inh: qHTS Assay to Find Inhibitors of Chronic Active B-Cell Receptor Signaling. Potency, µM (doses to about 46.1 µM), for the others: top-dose ratio change, negative = lower green/red ratio, usual class: inhibitors. ABC-DLBCL IkBa-CBG/CBR reporter, luminescence ratio, 4 h. 340,000 compounds, 0.05% hits; active = well fitted inhibition curve with a large enough effect in the signal ratio, with a control signal flat, not every such curve was filed as active; inconclusive = small, poorly fitted or top-dose-only effect, or effect the other way, or a change in a side signal; the % refers to the signal ratio;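 also: potency is read from the fitted curve at half-maximal effect; plate controls were basal doxycycline-induced cells for no effect and cells given 10 µM MG132 for full effect; MG132 reads +100%, hits lower the ratio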
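Compounds up to 46 uM were incubated four hours with TMD8 cells whose green CBG68 luciferase is fused to IkappaBalpha; red CBR luminescence normalised the signal, and concentration-effect curves were fitted to fusion, red and ratio data.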
AT treatment: qHTS Assay for Identifying a Potential Treatment of Ataxia-Telangiectasia | […] A-T fibroblasts, KAP-1 phosphorylation AlphaLISA; neocarzinostatin DNA damage 30 min before lysis | Potency, µM (series often up to 57.5 µM), inactives show at the highest dose activation, actives largely listed as activators | 320,000 compounds, 0.19% hits | AID 485349, 2010; also: potency is read from the fitted curve at half-maximal effect; % of control where 0% means no effect; nearly all actives have a fitted effect of over 45% in size
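ATM-like activity read as KAP-1 phosphorylation via AlphaLISA donor/acceptor antibody pairs after lysis and 6 hr at 25C. Cells were ATM-null patient fibroblasts ([…], hTERT), dosed 60 min, then exposed to the DSB inducer NCS for 30 min.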
The depositor's hits bear a star; i = inactive; ? = inconclusive; . = no result given; [ ] = dose if it differs, or a comment. Unless noted, calls follow the shape of the dose curve; as a rule, active = well fitted curve in the direction sought with a large enough effect; inconclusive = small, poorly fitted or top-dose-only effect, or another doubt; inactive = no such curve, though single readings can be large; an effect the other way counts as inactive or inconclusive. Random draw from the library (roughly 3.2% active in at least one column).

SMILES	Eya2 inh	S-ASM inh	TCR act	Tb PFK block	Integrin act MD	PTAP TSG101 blk	Mito fusion yeast	ELG1 repair inh	TSHR antagonist	Chronic BCR inh	AT treatment
COc1ccc(N2CCN(CCCNC(=O)CN3CCN(Cc4ccccc4C)C3=O)CC2)cc1	5%	5%	-5%	-2%	-43%	0%	-6%	?	-1	12%	-8%
CCOC(=O)c1c(-c2ccc(OC)cc2)csc1NC(=O)CSc1ncnc2sccc12	1%	-3%	-5%[46.1 µM]	0%	-6%	3%	-6%	?	1	9%	10%
O=C(O)C1CC(O)CN1S(=O)(=O)c1ccc2ccccc2c1 (stereo not drawn)	-3%	2%	-1%	0%	19%	-4%	1%	7%	-10	2%	-3%
CC1CCN(C(=O)CN2C(=O)C(C)(C)Oc3ccc(C(=O)NC(C)C)cc32)CC1	2%	-1%	-1%	-2%	-19%	0%	2%	2%	10	-1%	-1%
O=C(O)CCCn1cc(NC(=O)c2cc(F)c(F)cc2Cl)cn1	0%	3%	2%	-6%	7%	-3%	7%	20%	16	4%	2%
Cc1nc(-c2ccccc2)nc2[nH]c(C(C)C)cc(=O)c12	7%	1%	0%	-3%	16%	-1%	7%	-19%	-9	?	-2%
CC(c1ccccc1)C1C(C#N)=C(N)OC2=C1C(=O)CCC2 (stereo not drawn)	1%	1%	4%	-5%	-6%	0%	-1%	-3%	-10	-3%	-4%
Cc1csc(/C(=N/OC(=O)c2ccco2)C(N)=O)n1	-12%	3%	-5%	-20%	-15%	-3%	-2%	27%	37	-2%	5%
COc1ccc(OC)c(-n2c(-c3cccc(C)c3)n[nH]c2=S)c1	-2%	2%	-1%	-18%	6%	-1%	1%	-3%	3	7%	3%
COc1cccc(CNC(=O)CCCn2nc(C)c3c(C)n(-c4ccccc4)nc3c2=O)c1	-1%	-3%	4%	-1%	-4%	-2%	-9%	-6%	-17	-1%	3%
CCOC(=O)N1CCC(NC(=O)c2ccc(OC)c(CN3CC(=O)N4CCCC4C3=O)c2)CC1 (stereo not drawn)	-6%	2%	0%	-4%	-4%	-7%	-1%	6%	3	5%	-2%
O=C(CSc1nc2ccc([N+](=O)[O-])cc2[nH]1)NCCc1ccccc1	6%	-2%	.	2%	1%[7.66 µM]	-3%	2%	-9%	-18	10%	6%
N#C/C(=C/c1ccccc1[N+](=O)[O-])c1nc(C2CC2)cs1	-2%	-2%	2%[46.1 µM]	3%	-19%	-1%	?	?	2	1%	2%
O=C(CN1CCCCCC1)Nc1ccc([N+](=O)[O-])cc1Br	7%	-2%	-1%	0%	-14%	-3%	0%	22%	12	1%	-1%
CCN(C(=O)COC(=O)c1cccn1C)C1CCS(=O)(=O)C1 (stereo not drawn)	3%	-1%	.	4%	5%	-4%	2%	27%	0	?	3%
CCC(C)CCN1C(Nc2ccccc2)=NC[C@@H]1CC(C)C (stereo partly drawn)	-2%	0%	-5%	2%	-42%	-8%	-5%	3%	1	?	-2%
Cc1ccc(/C=N/NC(=O)c2nnn(-c3nonc3N)c2CSc2ccccc2)o1	-8%	-4%	2%	1%	0%	-4%	-6%	-4%	-15	7%	-7%
CCCCc1cc(=O)oc2c(C)c(OCC(=O)NCCN3CCOCC3)ccc12	-4%	0%	-2%	-3%	18%	-7%	-18%	-8%	14	?	2%
CCOCCCNC(=O)CN1CCN(c2ccc(F)cc2)CC1	12%	3%	0%	-2%	-16%	6%	7%	-2%	-4	1%	3%
COc1cc(-c2nc3ccccn3c2/N=C/c2ccccc2)ccc1O	-2%	107%[activator]	-2%	-3%	-40%	0%	-1%	20%	-20	-25%	0%
O=C(CSc1nc(N2CCOCC2)nc(N2CCOCC2)n1)Nc1ccccc1F	17%	.	6%	2%	7%	2%	-2%	-1%	22	-6%	-3%
Cc1cc(C)c(C#N)c(SCC(=O)N(C)C2CCCCC2)n1	-10%	-2%	.	-2%	-3%	-7%	1%	-2%	3	-1%	-4%
O=[N+]([O-])c1ccc(S(=O)(=O)NCC2COc3ccccc3O2)cc1 (stereo not drawn)	15%	0%	11%	-3%	22%	-4%	-4%	22%	-12	11%	-6%
Cn1cccc1C(=O)NS(=O)(=O)c1ccccc1Cl	-6%	-3%	0%[46.1 µM]	0%	3%	-4%	5%	18%	17	7%	-3%
CC1CCN(C(=O)Cn2cc(C(=O)C3CC3)c3ccccc32)CC1	-3%	4%	2%[46.1 µM]	1%	4%	2%	0%	10%	2	-20%	0%
COC(=O)[C@H](Cc1ccccc1)NC(=O)Nc1ccc(C)cc1	7%	-1%	6%	-3%	15%	-2%	-4%	9%	2	?	4%
COc1ccc(OC)c(-n2c(C)nc3cc(C(=O)O)ccc32)c1	-6%	1%	-20%	-2%	4%	-1%	2%	1%	15	-2%	-9%
Cc1cccc(S(=O)(=O)NCCc2cn3ccccc3n2)c1	9%	-2%	-19%	0%	3%	-2%	-10%	-2%	7	0%	-2%
COC(=O)c1cccc(NC(=O)c2cc3ccccc3o2)c1	6%	-7%	0%	1%	26%	3%	2%	?	-2	?	3%
Cc1ccc(S(=O)(=O)N2CCN(C(=O)CSc3ncn[nH]3)CC2)c(C)c1	24%	-1%	-4%	-13%	-9%	-1%	-4%	0%	11	4%	6%

A few values from above.
`COc1ccc(OC)c(-n2c(C)nc3cc(C(=O)O)ccc32)c1` @ S-ASM inh = 1%
`O=C(O)C1CC(O)CN1S(=O)(=O)c1ccc2ccccc2c1` (stereo not drawn) @ TCR act = -1%

(list continues)
SMILES	Eya2 inh	S-ASM inh	TCR act	Tb PFK block	Integrin act MD	PTAP TSG101 blk	Mito fusion yeast	ELG1 repair inh	TSHR antagonist	Chronic BCR inh	AT treatment
O=C(NCc1ccco1)c1cc2ccc(O)cc2oc1=O	6%	i	4%	?	-14%	-4%	-9%	?	14	?	10%
COc1ccc(C(=O)c2cnc(C(C)C)n2C)cc1	-3%	5%	-4%	1%	25%	-5%	-5%	?	-1	?	5%
CC(C)(C)NC(=O)C(c1ccncc1)N(Cc1ccco1)C(=O)c1ccc(-c2ccccc2)[nH]1 (stereo not drawn)	12%	-6%	27%	-10%	-23%	1%	3%	?	-20	?	29%
COc1cccc(NC(=O)CCC2CCN(C(=O)C3CC=CCC3)CC2)c1 (stereo not drawn)	-5%	2%	0%	9%	-11%	-9%	-4%	-8%	9	7%	9%
Cc1ccc(NC(=O)c2cccc(OCc3c(C)noc3C)c2)cc1S(=O)(=O)Nc1ccccc1Cl	-1%	?	5%[46.1 µM]	2%	0%	-9%	-4%	?	?	?	3%
COc1ccc(NC(=O)CN(C)C(=O)c2ccccc2CCc2ccccc2)cc1	-4%	-4%	-1%	4%	6%	-6%	?	-22%	8	-4%	-8%
O=C(CN1CCN(S(=O)(=O)c2ccc(F)cc2)CC1)NC1CC1	3%	5%	-6%	0%	7%	-1%	-1%	-5%	-11	1%	-1%
O=C(CCC(=O)c1ccccc1)Nc1ccc(C(=O)O)cc1	4%	5%	.	-1%	?	-2%	-2%	-6%	37	0%	-1%
CCOc1ccc(NC(=O)c2cc(S(=O)(=O)N3CCOCC3)cn2C)cc1	?	-7%	3%	1%	10%	-2%	3%	9%	21	1%	-10%
O=C(Nc1ccc(N2CCCCC2)cc1)c1ccc(F)cc1	-6%	5%	0%	-4%	17%	-4%	-2%	?	-4	?	-2%

Source: PubChem BioAssay
